# CCHFV vOTU inh: blocks the CCHF virus ovarian tumor domain protease; CCHFV vOTU protease, Pep-AMC fluorescence; inhibition, % at 11.5 µM; hit rate 0.55% among 370,000; in the data active means inhibition above about 30%; further: 0% = vehicle wells with enzyme and 100% = no enzyme wells
# DUSP3 inh: blocks human VHR1 dual specificity phosphatase; recombinant VHR phosphatase, pNPP absorbance; inhibition, % at 13.3 µM; hit rate 0.52% among 290,000; AID 1654; in the data active means inhibition above about 50%; further: some compounds called inactive have numbers as strong as hits
# TcdB inh: blocks C. difficile toxin B glycohydrolase activity. P18177. inhibition, % at 9.99 µM. hit rate 0.24% among 350,000. TcdB glycohydrolase enzymatic assay, plate reader. AID 652162; in the data active means inhibition above about 10%
# PfHsp40 yeast: restores yeast growth despite PfHsp40 toxicity. growth rescue, % at 12.5 µM. hit rate 0.68% among 340,000. AID 504582. S. cerevisiae expressing PfHsp40, growth rescue, ATP luminescence; in the data active means growth rescue above about 28%, passing the limit was not always enough;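 further: yeast W303a lacking pdr1 and pdr3 grown in galactose medium; growth measured after three days at 30 °C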
# SARS 3CLpro inh: SARS-CoV 3CLpro protease inhibition. P0C6X7. recombinant SARS-CoV 3CLpro, quenched FRET peptide cleavage. inhibition, % at 6 µM. hit rate 0.14% among 290,000. AID 1706; in the data active means inhibition above about 12%
# Yp Topo-I inh: blocks Yersinia pestis topoisomerase I activity | Y. pestis Topo-I cleavage product accumulation, plate reader | activity, % at 10 µM | hit rate 0.064% among 360,000; in the data active means activity above about 50%, passing the limit was not always enough; further: inactives centre near 2
# BoNT A protease: BoNT A light chain protease inhibition | hit rate 0.17% among 360,000 | AID 588499 | multiplex microsphere protease substrate cleavage, flow cytometry | inhibition, % at 10 µM; further: plate controls were buffer without enzyme for full effect and enzyme alone for no effect
# PriA SSB inh: blocks PriA binding to SSB C-terminal tail; inhibition, % at 33 µM; hit rate 0.6% among 430,000; AlphaScreen SSBct-PriA binding, biotinylated peptide; AID 1272365; in the data active means inhibition mostly above about 37%, no sharp cut-off; inactive means mostly below about 20%;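 further: plate controls were negative control peptide for no effect and reference peptide for full effect; strong numbers were not always called active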
# Anthrax LF inh2: inhibitors of Bacillus anthracis lethal factor protease; P15917; multiplex microsphere protease cleavage assay, LF; inhibition, % at 10 µM; hit rate 0.12% among 360,000; further: plate controls were buffer without enzyme for full effect and enzyme alone for no effect
# Vc quorum ag: inducers of Vibrio cholerae quorum light production without autoinducers; V. cholerae BH1578 lux reporter, luminescence, 6 h; hit rate 0.16% among 350,000; activation, % at 18.7 µM; in the data active means activation mostly above about 9.7%, no sharp cut-off; further: not every result past the cut was called active; inactives centre near 0; reference of the scale not given here
# The depositor's hits bear a star; i = inactive; . = no result given; & = joins results of further samples. Unless noted, no stated cut-off is given here; in the data, active means inhibition above about 30%; inconclusive means no clear call, values can overlap the other calls; inactive means below that. Not all compounds are listed; the hit share may differ from the screen's.
no. | SMILES | Anthrax LF inh2 | PriA SSB inh | BoNT A protease | PfHsp40 yeast | SARS 3CLpro inh | TcdB inh | Vc quorum ag | Yp Topo-I inh | DUSP3 inh | CCHFV vOTU inh
1 | COc1ccccc1NC(=O)NNC(=O)c1ccc(-c2ccccc2)cc1 | 3.4 | 8.5 | -0.5 | -0.2 | 1.5 | 0.1 | -0.7 | 11.6 | 19.2 | 1.6
2 | C=CCOC(=O)C1C(C(=O)O)C2(Cl)C(Cl)=C(Cl)C1(Cl)C2(Cl)Cl (stereo unspecified) | -8.9 | -10.4 | 0.2 | -0.9 | . | 3.1 | -2.9 | -3.9 | . | 14.3
3 | CCn1nc(NS(=O)(=O)c2ccc(NC(C)=O)cc2)c2cc3cccc(C)c3nc21 | -1.3 | -9.3 | 2.4 | -0.2 | 4.4 | 1.4 | 0.9 | -5.5 | 5.5 | 13.1
4 | CCc1ccc(/C=N/NC(=O)c2ccc(OC3CCCC3)cc2)s1 | -2.4 | . | -0.1 | 0.6 | -1.2 | 4.7 | -0.4 | 2.8 | -0.5 | 12.3
5 | Cc1ccc(CSc2nc3c(c(SCC(=O)O)n2)CCCC3)cc1 | -1.7 | -12.4 | -0.1 | 3.1 | 1.2 | . | 7.5 | 7.2 | 14.4 | 11.1
6 | Cc1cc(C)n(-c2ccc3cccc(NS(C)(=O)=O)c3n2)n1 | -1.9 | -1.0 | 0.0 | -1.4 | 5.0 | . | 2.9 | 9.2 | 22.4 | -0.6
7 | N#Cc1nc(N2CCCC2)nc(N2CCCC2)n1 | 3.5 | -5.7 | -0.4 | 2.0 | 4.4 | . | -0.6 | -3.1 | 32.7 | 15.8
8 | C=CCn1c(Br)nc2c1c(=O)[nH]c(=O)n2C | 0.6 | -13.1 | -0.2 | -0.5 | -0.3 | . | -0.7 | -0.9 | -2.4 | -2.6
9 | Cc1nn(Cc2ccccc2)c(Cl)c1C(=O)OC1CCOC1=O (stereo unspecified) | 6.5 | 6.1 | 1.0 | 0.9 | -1.8 | . | i | -2.7 | -17.2 | 14.9
10 | CSc1nnc(NC(=O)C23CC4CC(CC(C4)C2)C3)s1 | 2.0 | 4.4 | 1.9 | 0.1 | 0.7 | -0.6 | i | -7.8 | -47.1 | -15.4
11 | COC(=O)C1=C(C)NC(=S)NC1/C=C/c1ccccc1 (stereo unspecified) | -4.2 | -12.3 | 0.2 | 0.0 | -7.4 | -0.5 | i | -1.2 | 6.0 | 0.2
12 | Cc1sc(Cc2nc(O)cs2)nc1-c1ccccc1 | -5.5 | -3.6 | 0.1 | -1.0 | 3.2 | -0.3 | 0.4 | 3.9 | 18.8 | 15.6
13 | CCn1c(SCC(=O)NCC2CCCO2)nc2cc(S(=O)(=O)N3CCCCC3)ccc21 (stereo unspecified) | -0.1 | -23.3 | 0.1 | 0.2 | 0.9 | . | -0.6 | 9.2 | -9.8 | -3.1
14 | Cc1cccc(N2CCN(C(=O)c3c(-c4ccccc4)noc3C)CC2)c1C | -3.4 | -4.5 | 0.2 | 14.4 | 3.9 | 0.4 | i | 42.1 | -1.5 | 2.8
15 | CN(CC(=O)Nc1ccc(OC(F)(F)F)cc1)C(=O)Cc1c(Cl)cccc1Cl | -5.2 | -5.9 | -0.5 | 8.1 | -1.4 | 1.7 | i | -0.2 | 26.3 | -4.5
16 | CC(C)N(Cc1cnn(C)c1)Cc1nc(COc2ccccc2)no1 | -6.1 | -0.9 | -1.0 | -1.0 | 5.8 | 1.4 | i | 3.5 | 19.8 | -11.9
17 | COc1cc(C(=O)OCC(=O)NCC2CCCO2)cc(OC)c1OC (stereo unspecified) | 3.3 | 17.1 | 0.8 | -2.3 | . | 0.8 | i | 3.2 | . | -8.7
18 | COCCNC(=O)c1cc(S(=O)(=O)N(C)C2CCCCC2)ccc1Cl | -1.7 | . | 0.1 | . | . | -0.2 | i | 0.5 | . | -3.5
19 | C1=C(CCNCC2CCCCC2)CCCC1 | -4.0 | -3.0 | 0.1 | -2.0 | 4.0 | . | i | -3.2 | -6.1 | -4.1
20 | C[C@H]1CN([C@@H](C)CO)C(=O)CCCn2cc(nn2)CO[C@@H]1CN(C)S(=O)(=O)c1ccc(C#N)cc1 | -5.1 | . | -0.3 | . | . | 0.5&-2.1 | 4.5 | 2.2 | . | 19.9
21 | CC(C)N(C(=O)COC(=O)Cn1cnc2ccccc21)c1ccccc1 | . | -9.4 | . | 0.6 | . | 1.4 | -0.2 | 5.4 | . | 0.8
22 | COc1ccc(C(=O)NNC(=O)CSc2nc(C(C)C)nc3ccccc23)cc1 | 0.2 | -16.2 | 3.1 | -1.1 | -1.1 | -1.3 | -0.4 | 5.0 | 20.4 | 2.7
23 | CN(C(=O)CSc1nnc(C2CC2)n1C1CC1)C1(C#N)CCCCC1 | 5.8 | -2.4 | -0.1 | 0.7 | . | 0.5 | i | 5.4 | . | 4.1
24 | O=C(Nc1ccc(-n2ccnc2P(=O)(O)c2ccccc2)cc1)c1ccccc1Cl | -9.3 | 7.0&9.8 | -0.8 | -0.3 | -1.3 | . | -0.6 | 0.7 | 31.3 | 9.9
25 | CCN1C[C@@H]2[C@@H]3C(=O)N(C)C(=O)[C@@H]3[C@](Cc3ccccc3)(C1=O)N2C(=O)c1ccc(C(C)(C)C)cc1 | -3.7 | -3.5 | 0.7 | -0.7 | . | . | i | 18.2 | . | -0.8
26 | COC(=O)C(O)(CC(=O)Nc1ccc(Cl)cc1Cl)C(F)(F)F (stereo unspecified) | -1.6 | 0.3 | 1.3 | 0.3 | 3.6 | -0.3 | -5.3 | -1.7 | 22.2 | -8.1
27 | COC(=O)C1=NNC2C(=O)N(C3CCCCC3)C(=O)C12 (stereo unspecified) | 0.9 | -5.6 | -0.5 | 0.1 | -0.5 | 0.5 | -0.4 | -8.7 | 21.7 | -13.4
28 | CCOC(=O)C1CCCN(C(=O)c2cccc(N3C(=O)c4ccccc4C3=O)c2)C1 (stereo unspecified) | -5.5 | -3.9 | 0.0 | 0.4 | . | -0.4 | i | -12.9 | . | 16.2
29 | O=C1c2cccnc2C(=O)N1Cc1ccccc1 | -9.1 | -9.4 | -0.6 | 0.5 | -0.1 | -6.6 | -0.3 | -6.6 | 17.8 | 2.6
30 | Cc1nc2scc(C)n2c(=O)c1S(=O)(=O)N1CCN(c2ccccc2F)CC1 | 0.3 | 0.5 | 9.0 | 0.1 | 2.9 | 1.6 | -0.1 | 2.2 | -7.2 | 15.0
31 | COc1cc2nc(C3CC3)n(NC(=O)c3ccc(Cl)cc3)c(=O)c2cc1OC | -4.6 | -2.4 | 0.9 | 0.0 | 1.9 | . | -0.4 | -2.3 | 21.3 | -5.9
32 | CCCCn1nnnc1C(c1ccccc1)N1CCc2ccccc2C1 (stereo unspecified) | 1.7 | . | 0.4 | . | . | 1.4 | . | . | . | -0.8
33 | O=C(NCc1ccc(Cl)cc1)c1csc(-c2cccnc2)n1 | . | -6.8 | . | 0.2 | 0.7 | 0.2 | -1.1 | 5.7 | 24.5 | -16.8
34 | C/C(NCCN1CCOCC1)=C(\C#N)C(N)=O | 0.9 | -7.0 | -0.3 | 2.5 | -2.7 | . | -0.6 | 0.8 | 22.0 | -9.4
35 | CC(C)CC(=O)NC(=S)Nc1ccc(N2CCOCC2)cc1 | -4.0 | 11.2 | 0.5 | 0.3 | -5.1 | 1.0 | -0.2 | 4.6 | -11.0 | 2.6
36 | CSc1ccccc1NC(=O)CN(C1CCCCC1)S(C)(=O)=O | 0.0 | -27.5 | 0.8 | 0.8 | -4.0 | . | . | -1.4 | 32.6 | -0.8
37 | CC(C)(C)C(=O)Nc1sc2c(c1C#N)CCCCC2 | -1.2 | -7.3 | -0.2 | 0.3 | 0.3 | . | -0.3 | -8.2 | 13.2 | 3.0
38 | CC1(C)C(=O)Nc2ccccc2N1C(=O)COc1cccnc1[N+](=O)[O-] | -5.7 | -3.3 | 0.5 | -0.1 | 4.8 | -3.6 | 0.4 | -1.9 | 24.5 | 8.1
39 | Cc1ccc(C)c(N2CCN(C(=O)CN(C)S(=O)(=O)c3ccc4c(c3)CCC(=O)N4)CC2)c1 | 0.3 | -3.0 | 0.0 | -0.2 | 1.8 | 0.3 | -0.3 | 5.6 | -7.8 | 3.7
40 | Cc1c(C(=O)NC2CC2)oc2ccc(S(=O)(=O)N3CCCCCC3)cc12 | -4.6 | -5.5 | -1.1 | 1.4 | . | . | -3.3 | 17.2 | 15.3 | 5.4
41 | Cc1nc2sccn2c(=O)c1S(=O)(=O)Nc1ccc(N2CCOCC2)cc1 | -1.5 | . | -0.7 | . | . | -47.4 | -0.1 | -3.0 | . | 2.8
42 | FC(F)Sc1ccc(-n2cc(-c3ccc(Cl)cc3)[n+]3c2CCC3)cc1 | 1.1 | 2.4 | 1.0 | -0.9 | -0.5 | . | -0.8 | 8.0 | 17.7 | -12.1
43 | N#CCCn1ncc2ccccc21 | -2.2 | -17.0 | 0.6 | -2.2 | 0.0 | . | -3.7 | -7.3 | -0.7 | -11.1
44 | C[C@@H]1Cn2cnc(C(=O)N[C@@H](Cc3c[nH]c4ccccc34)C(=O)OC(C)(C)C)c2C(=O)N1 | -0.3 | . | -0.9 | . | . | -0.9 | -0.4 | 21.7 | . | 11.2
45 | COC(=O)C1(C)NC(c2ccccc2C)C2C(=O)N(c3ccc(F)cc3)C(=O)C21 (stereo unspecified) | -8.9 | -11.2 | 2.1 | -0.7 | -3.4 | 1.1 | i | 0.0 | -32.2 | -2.6
46 | CC(C)CC(=O)n1sc(NC(=O)c2ccccc2)nc1=O | -0.7 | -3.4 | 0.7 | -0.3 | 5.5 | -2.0 | i | -7.1 | 9.9 | -14.2
47 | CC(CO)(CO)NC(=O)c1ccc(=O)[nH]n1 | 2.0 | 2.5 | 0.1 | -0.8 | -1.0 | 0.4 | i | 2.1 | -2.7 | -8.2
48 | O=C1COc2ccc(C(=O)COC(=O)c3ncc(Cl)c(Cl)c3Cl)cc2N1 | -3.9 | -2.1 | 2.5 | -0.1 | . | 0.3 | i | -3.1 | . | 0.5
49 | Cc1cnc(CNC(=O)CC2C(=O)NCCN2Cc2cccc(F)c2F)cn1 (stereo unspecified) | -2.4 | -4.4 | 0.1 | 0.1 | -4.2 | -0.1 | i | -3.5 | 29.0 | 0.2
50 | COc1cc(C2(C#N)CCN(C)CC2)cc(OC)c1OC | -7.8 | 1.5 | 0.0 | 1.6 | . | -0.5 | i | -2.5 | . | 11.2
51 | O=C(Nc1ccc2c(c1)OCCO2)N1CCN(Cc2ccccc2)CC1 | 2.3 | -3.3 | 0.6 | 0.4 | 5.3 | -0.4 | -0.3 | -10.7 | 23.8 | 3.6

# Compound activity deposited in PubChem by several laboratories.
